# Assay outcomes (PubChem)
# IL-2 act: activates IL-2 in a cell-based reporter assay. IL-2 activation reporter assay, cell-based qHTS; stimulated with anti-CD3/CD4/CD28 beads; in transgenic mouse T cells. activation, % (series mostly up to about 46 µM). 360,000 compounds, 0.065% hits. AID 652025; in the data active = activation above about 50%; inconclusive = mostly about 30% to 49%; note: 0% is about no effect
#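 First, unstimulated transgenic mouse T cells were exposed to compound for 60 min. Next, anti-CD3/anti-CD4-coated beads with anti-CD28 were added. Finally, after 18 h at 37 degrees C, EGFP and DsRed were imaged.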
# EPAC1 ag: activates human EPAC1 exchange factor | O95398 | EPAC1 agonist qHTS, biochemical assay; response scale: 100% = response to 6.5 mM cAMP | Potency, µM (highest dose often 154 µM), for the others: top-dose activation, most hits filed as activators | 360,000 compounds, 0.073% hits; note: potency is the fitted concentration of half-maximal effect; nearly all actives have a fitted effect of over 60% in size
#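 Nucleotide exchange by EPAC1 (100 nM) on Rap1B–BODIPY-GDP (250 nM) in the presence of 50 uM GDP is tracked fluorescently at 480/540 nm over 30 min. Signals are normalized to a 6.5 mM cAMP control.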
# PLK1 PBD block: blocks phosphopeptide binding to human PLK1 polo-box domain. Plk1 PBD binding of FITC phosphopeptide, fluorescence polarization. 360,000 compounds, 2.8% hits. Potency, µM, inactives show max response, negative = inhibition, most hits filed as inhibitors. P53350; note: potency is the fitted concentration of half-maximal effect; series mostly up to about 57 µM; % is set by controls: 0 for no effect and ±100 for the full control effect; nearly all actives have a fitted effect of over 65% in size
# Target sequence (P53350 whole entry, looked up, the tested form may be a part): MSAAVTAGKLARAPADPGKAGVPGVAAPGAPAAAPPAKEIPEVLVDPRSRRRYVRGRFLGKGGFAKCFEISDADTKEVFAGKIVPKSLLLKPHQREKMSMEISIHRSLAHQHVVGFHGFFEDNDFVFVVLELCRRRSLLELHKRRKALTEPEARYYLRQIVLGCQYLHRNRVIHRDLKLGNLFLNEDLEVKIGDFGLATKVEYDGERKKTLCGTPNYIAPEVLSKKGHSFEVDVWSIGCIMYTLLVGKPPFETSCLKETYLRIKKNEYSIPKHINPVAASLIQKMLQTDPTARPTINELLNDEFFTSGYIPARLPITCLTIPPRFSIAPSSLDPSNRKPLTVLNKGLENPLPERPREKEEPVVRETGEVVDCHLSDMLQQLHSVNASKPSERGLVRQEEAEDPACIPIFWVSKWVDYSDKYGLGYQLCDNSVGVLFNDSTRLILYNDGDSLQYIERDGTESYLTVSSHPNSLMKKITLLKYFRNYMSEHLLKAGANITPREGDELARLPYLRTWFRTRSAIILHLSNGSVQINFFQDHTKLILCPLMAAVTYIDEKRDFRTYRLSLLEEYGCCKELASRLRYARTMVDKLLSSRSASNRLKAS
# FUS suppressor: suppressors of FUS proteinopathy in yeast | S. cerevisiae FUS-expressing, growth rescue, OD600, 24 h | Potency, µM (doses to about 76.6 µM), without a hit: at the top dose growth rescue (activation), hits mostly activators | 390,000 compounds, 0.24% hits;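 note: potency is the fitted concentration of half-maximal effect; plate controls were DMSO vehicle for no effect and reference control for full effect; nearly all actives have a fitted effect of over 55% in size; some results filed as inactive show a strong effect at the top dose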
#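 Restored growth of FUS-toxic S. cerevisiae, read as 600 nm absorbance after 24 h at 30C in galactose medium (starting OD 0.005). Controls CP55940 and DMSO.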
# Abeta rescue: restores growth of yeast expressing A-beta42 peptide | Potency, µM (series often up to 46.1 µM), inactives show top-dose growth rescue, most hits filed as activators | 410,000 compounds, 0.063% hits | yeast expressing A-beta42, growth rescue, OD600, 48 h; response scale: 0% DMSO, 100% iron-clioquinol control; note: potency is the fitted concentration of half-maximal effect; nearly all actives have a fitted effect of over 55% in size
#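 Growth rescue measured by 600 nm absorbance after 48 h yeast culture at 30 C with compound. Values normalized between DMSO and an equimolar ferric chloride plus clioquinol control.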
# PI5P4Ka inh: PI5P4K alpha (human) kinase inhibition. P48426. PI5P4Kalpha enzyme, ADP-Glo luminescence, 60 min; hits give low values. max response, %. 330,000 compounds, 1.2% hits. AID 652105; active = max response of -50% or lower; inconclusive = between -30% and -50%; inactive = -30% or higher; note: value at the top dose of about 77 µM; % is set by controls: 0 for no effect and ±100 for the full control effect
# Target sequence (P48426 whole entry, looked up): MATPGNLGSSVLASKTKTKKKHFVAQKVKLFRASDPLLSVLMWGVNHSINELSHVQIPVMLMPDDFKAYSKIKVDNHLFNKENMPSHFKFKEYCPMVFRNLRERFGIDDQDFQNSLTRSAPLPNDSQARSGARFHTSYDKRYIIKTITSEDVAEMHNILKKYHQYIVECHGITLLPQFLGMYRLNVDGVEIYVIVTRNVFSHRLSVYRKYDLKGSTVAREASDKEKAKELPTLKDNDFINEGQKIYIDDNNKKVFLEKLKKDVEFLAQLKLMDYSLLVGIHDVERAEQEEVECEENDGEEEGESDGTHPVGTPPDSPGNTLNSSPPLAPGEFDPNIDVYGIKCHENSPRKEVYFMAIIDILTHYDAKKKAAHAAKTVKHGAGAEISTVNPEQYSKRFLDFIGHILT
#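 Reactions run in 0.038 M HEPES pH 7.4, 0.28 mM EGTA, 0.1% CHAPS and 5% DMSO, with PI5P4Kalpha, substrate, compound and 5 microM ATP final, one hour at room temperature. Readout is ADP-Glo luminescence.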
# WRN inhibitor: blocks human WRN helicase | WRN helicase unwinding, fluorescent forked duplex, kinetic | 360,000 compounds, 0.46% hits | Potency, µM (titrated, usually from 114 µM), for the others: at the highest dose activity change, negative = inhibition, hits mostly inhibitors | Q14191 | AID 651768; note: potency is the fitted concentration of half-maximal effect; % is set by controls: 0 for no effect and ±100 for the full control effect; nearly all actives have a fitted effect of over 55% in size
#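 Screening of the MLSMR collection measured strand separation of a quenched forked DNA duplex (100 nM) by 20 nM WRN with 2 mM ATP, all final. Compounds were preincubated with enzyme 15 min at room temperature.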
# EPAC1 antag: blocks human EPAC1 exchange factor. 360,000 compounds, 0.14% hits. EPAC1 GEF assay, Rap1b-BODIPY-GDP exchange fluorescence. Potency, µM (highest dose often 115 µM), inactives show top-dose activity change, negative = inhibition, usual class: inhibitors;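 note: potency is the fitted concentration of half-maximal effect; plate controls were vehicle for no effect and positive control for full effect; nearly all actives have a fitted effect of over 50% in size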
# Active calls of the source: *; ? = inconclusive; · = not tested or not shown; [ ] = another dose, or the depositor's remark. Unless noted, calls come from the whole dose curve; as a rule, active = well fitted curve in the direction sought with a large enough effect; inconclusive = small, poorly fitted or top-dose-only effect, or another doubt; inactive = no such curve, though single readings can be large; an effect the other way counts as inactive or inconclusive.
SMILES,IL-2 act,EPAC1 ag,PLK1 PBD block,FUS suppressor,Abeta rescue,PI5P4Ka inh,WRN inhibitor,EPAC1 antag
COc1cc(C(=O)NCc2nnc(SCC(=O)N3CCCCC3)o2)cc(OC)c1OC,3.6,2%,-2%,1%,-3%,0,5%,9%
COC(=O)c1cn(NC(=O)C2COc3ccccc3O2)c(=O)c2ccccc12 (stereo not drawn),0.9,7%,-6%,31%,25%,·,-19%,0%
CC(C)C(=O)N(c1cc2sc(=O)oc2c2ccccc12)S(=O)(=O)c1cccs1,-2.0,18%,-22%,?,-21%,·,-26%,-11%
O=C1NC2(O)C(=O)c3ccccc3C2(O)N1 (stereo not drawn),-4.1,-5%,-2%,-17%,-10%,-4,11%,-2%
Cc1ccc(S(=O)(=O)N(CCCN2CCCC2=O)Cc2cc3c(C)ccc(C)c3[nH]c2=O)cc1,1.7,-3%,-1%,3%,21%,·,1%,13%
COc1ccc(OC)c(-c2nc3ccccc3nc2-c2ccccc2)c1,-0.3,5%,2%,-11%,-13%,0,0%,-8%
COc1ccc(C2=NN(C(=O)CCC(=O)O)C(c3ccccc3F)C2)cc1 (stereo not drawn),-0.1,0%,7%,16%,5%,-5,8%,-20%
Cc1cccc(N2CC(C(=O)Nc3ccc(S(=O)(=O)N4CCOCC4)cc3)CC2=O)c1 (stereo not drawn),2.2,1%,0%,25%,10%,-7,2%,-15%
CC(C)[C@H](NC(=O)c1ccc(Cl)cc1Cl)C(=O)NNc1cccc(C(=O)O)c1,-2.0,-17%,2%,·,2%,-3,4%,-10%
CC1CC(C)(C)NC(=S)N1CC(=O)N(C)Cc1ccccc1 (stereo not drawn),-4.3,13%,-18%,12%,0%,-2,-2%,18%
Cc1cccc(N(C)S(=O)(=O)c2cccc3nsnc23)c1,1.4,7%,0%,33%,25%,·,4%,3%
O=C(c1ccc(-c2nnc(-c3ccccc3)o2)cc1)N1CCCCCC1,-1.3,-6%,0%,10%,-2%,4,-1%,-8%
COc1ccc(N2CCN(C(=O)C3CCN(S(=O)(=O)N4CCOCC4)CC3)CC2)cc1,2.0,-6%,-5%,-5%,-11%,-1,2%,-5%
O=C(Nc1ccc(S(=O)(=O)Nc2ccccn2)cc1)C(F)(F)F,-2.2,-2%,-6%,-19%,-7%,-7,11%,-9%
C[C@H](NC(=O)C1(c2ccccc2)CCN(C(=O)[C@H]2CSCN2C(=O)OC(C)(C)C)CC1)C(=O)O,-1.7,5%,-6%,5%,-4%,3,-6%,2%
Cc1ccc(N2C(=O)NC(NS(=O)(=O)c3ccccc3)(C(F)(F)F)C2=O)cc1 (stereo not drawn),-0.5,2%,-8%,14%,7%,-2,5%,3%
Cc1cc(S(=O)(=O)Nc2cccc([N+](=O)[O-])c2)c(C)s1,2.6,-2%,-5%,2%,3%,-1,0%,-21%
O=C(NCc1ccco1)C1CC(c2ccc(Cl)c(Cl)c2)=NO1 (stereo not drawn),0.5,-8%,-3%,-4%,10%,-1,3%,10%
COc1ccc(OC)c(C(O)c2ncc(-c3ccccc3OC)[nH]2)c1 (stereo not drawn),0.3,-8%,-2%,8%,-7%,0,-3%[57.1 µM],-7%
Cc1ccc(F)cc1NC(=O)c1cccc(N(C)C)c1,-1.0,2%,0%,8%,?,·,5%,0%
O=[N+]([O-])c1ccc(N/N=C/c2ccc(O)c(O)c2O)c(S(=O)(=O)N2CCOCC2)c1,-0.2,13%,3µM*,34%,-10%,-98*,?,?
CCOC(=O)C1=CCC(c2ccccc2)N(S(=O)(=O)c2ccccc2)C1 (stereo not drawn),-0.9,8%,-1%,24%,-12%,2,-13%,-25%
O=c1c2c(-c3ccccc3)csc2ncn1/N=C/c1c2ccccc2cc2ccccc12,?,-3%,-1%,?,-24%,·,-2%,17%
CCSc1nc2cc(OC)c(OC)cc2c(=O)n1CCc1ccccc1,-0.3,8%,-8%,20%,-9%,·,-1%,12%
CSc1nc(Sc2ccccc2Cl)c2ccccc2n1,0.6,9%,-7%,-8%,4%,27,2%,-1%

# An excerpt of these results, field by field:
COC(=O)c1cn(NC(=O)C2COc3ccccc3O2)c(=O)c2ccccc12 (stereo not drawn)
  IL-2 act: 0.9	EPAC1 ag: 7%	PLK1 PBD block: -6%	FUS suppressor: 31%	Abeta rescue: 25%	PI5P4Ka inh: ·	WRN inhibitor: -19%	EPAC1 antag: 0%

CC(C)C(=O)N(c1cc2sc(=O)oc2c2ccccc12)S(=O)(=O)c1cccs1
  IL-2 act: -2.0	EPAC1 ag: 18%	PLK1 PBD block: -22%	FUS suppressor: ?	Abeta rescue: -21%	PI5P4Ka inh: ·	WRN inhibitor: -26%	EPAC1 antag: -11%

O=C1NC2(O)C(=O)c3ccccc3C2(O)N1 (stereo not drawn)
  IL-2 act: -4.1	EPAC1 ag: -5%	PLK1 PBD block: -2%	FUS suppressor: -17%	Abeta rescue: -10%	PI5P4Ka inh: -4	WRN inhibitor: 11%	EPAC1 antag: -2%

Cc1ccc(S(=O)(=O)N(CCCN2CCCC2=O)Cc2cc3c(C)ccc(C)c3[nH]c2=O)cc1
  IL-2 act: 1.7	EPAC1 ag: -3%	PLK1 PBD block: -1%	FUS suppressor: 3%	Abeta rescue: 21%	PI5P4Ka inh: ·	WRN inhibitor: 1%	EPAC1 antag: 13%

# Next section:
SMILES,IL-2 act,EPAC1 ag,PLK1 PBD block,FUS suppressor,Abeta rescue,PI5P4Ka inh,WRN inhibitor,EPAC1 antag
Cc1ccc(CNC(=O)C(=O)NCC2OCCN2C(=O)c2cccs2)cc1 (stereo not drawn),1.2,4%,-2%,·,-1%,1,9%,8%
CCCN(Cc1cc2ccccc2[nH]c1=O)C(=O)c1cccc([N+](=O)[O-])c1,-5.4,10%,-10%,5%,-2%,-6,-32%,8%
COc1ccc(NC(=O)c2ccccc2Oc2ccccc2)cc1,-0.1,13%,-6%,6%,-13%,0,-3%,-24%
O=C1/C(=C/C=C/c2ccco2)SC(=S)N1c1ccc(O)cc1,4.0,15%,?,31%,-5%,-102*,32µM*,?
Cn1nnc2c(N3CCCCC3)nccc21,0.5,7%,-1%,-7%,22%,0,-10%,5%
COc1ccccc1-n1cnc2cc(NCc3cccs3)ccc21,0.1,4%,2%,16%,-7%,-10,-11%,-8%
Cc1ccc(CC(=O)Nc2ccccc2N2CCOCC2)cc1C,-0.6,-9%,-2%,27%,10%,-3,-1%,4%
COc1ccc(CN2CCC(C)(Oc3ccc4c(c3)OCO4)C2)c2ccccc12 (stereo not drawn),-0.6,-15%,-13%,7%,-18%,32,4%[57.1 µM],-21%
CCOC(=O)c1sc(N)c(C(=O)OC)c1C,0.1,3%,-7%,-19%,0%,0,-1%,-3%
Cc1ccc(S(=O)(=O)NNC(=O)c2ccncc2)cc1,0.8,-4%,-2%,·,-7%,-6,10%,6%
COc1ccc(OC)c(NC(=O)CSC2=NCCS2)c1,-0.3,11%,?,18%,19%,1,-9%,-1%
COc1ccc(-c2n[nH]c(=S)n2N)c(OC)c1,1.8,-3%,8.4µM*,18%,-6%,-1,-3%,-5%
CN(C(=O)CN1CCN(c2cc(-c3ccc(-c4ccccc4)cc3)ncn2)CC1)c1ccccc1,-0.4,6%,-12%,7%,-25%,-10,-2%,?
COC(=O)c1ccc(/C=N\n2c(C)nnc2C)cc1,0.2,-1%,2%,5%,-8%,2,-11%,-3%
CCOC(=O)c1sc2nc(C)cc(C)c2c1N,0.4,0%,-10%,56%,7%,0,-4%,-14%
COc1cc(N=Nc2c(O)c3ccccc3[nH]c2=O)c(OC)cc1N=Nc1ccccc1,-0.4,6%,-2%,-6%,0%,-17,0%,15%
COc1cccc(/C=C2\SC(=S)N(c3cccnc3)C2=O)c1OC,2.2,8%,-23%,-4%,-7%,2,-21%,1%
CC(=O)c1c(C(C)=O)c(C)n(NC(=O)c2ccc(Cl)cc2)c1C,-2.6,-3%,-6%,2%,14%,·,-8%,10%
CCOC(=O)c1[nH]c(C)c(C(=O)Nc2cc(Cl)ccc2C)c1C,0.4,-3%,0%,22%,8%,·,0%,3%
Nc1ccc2c(c1)C(=O)c1cc(Cl)c(Cl)cc1-2,-0.1,-6%,-4%,23%,-31%[inhibitor],0,8%,2%
COc1cccc(Oc2ccc(C(F)(F)F)cc2NC(=O)c2cccc(F)c2)c1,-0.5,2%,-4%,·,-15%,21,0%,-4%
CN1CCN(C(=O)c2ccc(-c3ccc(Br)cc3)o2)CC1,-0.1,0%,-3%,·,-2%,-5,-3%,-3%
O=C(CCC(=O)N1CCCCC1)Nc1ccc(Cl)c(Cl)c1,-0.3,-21%,-14%,12%,6%,-4,-24%,3%
Cc1noc(/C=C/c2nn(C)cc2Cl)c1[N+](=O)[O-],-0.4,1%,-12%,-2%,-59%[inhibitor],-2,-20%,7%
CC(=O)NC1CC2CCCC(C1)N2C(=O)Nc1cccc(C(C)=O)c1 (stereo not drawn),1.2,3%,-13%,-17%,-19%,0,6%,-29%

# Given field by field: entries from further up
COc1ccc(NC(=O)c2ccccc2Oc2ccccc2)cc1
  IL-2 act: -0.1
  EPAC1 ag: 13%
  PLK1 PBD block: -6%
  FUS suppressor: 6%
  Abeta rescue: -13%
  PI5P4Ka inh: 0
  WRN inhibitor: -3%
  EPAC1 antag: -24%
O=C1/C(=C/C=C/c2ccco2)SC(=S)N1c1ccc(O)cc1
  IL-2 act: 4.0
  EPAC1 ag: 15%
  PLK1 PBD block: ?
  FUS suppressor: 31%
  Abeta rescue: -5%
  PI5P4Ka inh: -102*
  WRN inhibitor: 32µM*
  EPAC1 antag: ?
Cn1nnc2c(N3CCCCC3)nccc21
  IL-2 act: 0.5
  EPAC1 ag: 7%
  PLK1 PBD block: -1%
  FUS suppressor: -7%
  Abeta rescue: 22%
  PI5P4Ka inh: 0
  WRN inhibitor: -10%
  EPAC1 antag: 5%

# Ordered by value in PI5P4Ka inh (descending): 3 of the compounds above
SMILES | PI5P4Ka inh
COc1ccc(CN2CCC(C)(Oc3ccc4c(c3)OCO4)C2)c2ccccc12 (stereo not drawn) | 32
CCOC(=O)c1sc(N)c(C(=O)OC)c1C | 0
COc1ccccc1-n1cnc2cc(NCc3cccs3)ccc21 | -10
